# V1R ag counter – V1a receptor agonism, counter-screen for OXTR agonists | activation, % at 3 µM | CHO-V1R cells, Fluo-8 calcium fluorescence, agonist mode; 0% DMSO, 100% 3 nM vasopressin | 320,000 compounds, 0.25% hits | P37288 | AID 2797;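 active = activation above the mean activation of all tested compounds plus 3 SD, per screening run, cut at about 20% in these data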;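 also: signal is peak over basal fluorescence ratio across a 100 second FLIPR read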
# Target sequence (P37288 whole entry, looked up): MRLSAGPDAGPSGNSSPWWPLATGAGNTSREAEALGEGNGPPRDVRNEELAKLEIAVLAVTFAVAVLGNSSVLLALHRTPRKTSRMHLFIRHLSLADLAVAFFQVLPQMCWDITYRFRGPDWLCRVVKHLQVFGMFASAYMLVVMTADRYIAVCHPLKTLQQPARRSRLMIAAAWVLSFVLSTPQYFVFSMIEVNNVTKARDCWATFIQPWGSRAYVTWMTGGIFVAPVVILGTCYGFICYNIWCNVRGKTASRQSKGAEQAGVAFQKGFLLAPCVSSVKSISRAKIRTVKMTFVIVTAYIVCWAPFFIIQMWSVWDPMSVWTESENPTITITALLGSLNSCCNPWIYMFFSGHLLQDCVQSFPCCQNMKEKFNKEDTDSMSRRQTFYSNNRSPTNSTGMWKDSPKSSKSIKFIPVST
# FID counter – fluorescent intercalator displacement, NS3 helicase counter-screen | 290,000 compounds, 0.17% hits | DNA fluorescent intercalator displacement, fluorescence | inhibition, % at 7.9 µM; in the data active = inhibition above about 37%;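 also: 0% = vehicle and 100% = reference compound; higher means more ethidium bromide displaced from hairpin DNA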
# PHOSPHO1 inh – blocks human PHOSPHO1 phosphatase activity | Q8TCT1 | recombinant PHOSPHO1, absorbance phosphatase assay | inhibition, % at 13.3 µM | 290,000 compounds, 1.1% hits; in the data active = inhibition above about 60%
# Target sequence (Q8TCT1 whole entry, looked up): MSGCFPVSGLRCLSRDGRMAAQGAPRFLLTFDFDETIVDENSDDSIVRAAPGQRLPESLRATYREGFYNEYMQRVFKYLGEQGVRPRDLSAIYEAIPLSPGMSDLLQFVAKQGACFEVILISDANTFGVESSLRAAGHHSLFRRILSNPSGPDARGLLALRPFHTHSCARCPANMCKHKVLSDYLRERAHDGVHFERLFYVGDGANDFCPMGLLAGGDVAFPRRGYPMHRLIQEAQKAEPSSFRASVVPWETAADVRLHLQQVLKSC
# OXTR ag – activates the human oxytocin receptor | activation, % at 3 µM | CHO-OTR cells, Fluo-8 calcium fluorescence; normalized: DMSO 0%, oxytocin 100% | P30559 | AID 2435 | 320,000 compounds, 0.32% hits;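 active = activation above the mean of all tested compounds plus 3 SD, cutoff set per screening run, cut at about 20% in these data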;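 also: peak over basal fluorescence ratio from a 100 s FLIPR kinetic read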
# IMP-1 inh – inhibitors of Pseudomonas aeruginosa IMP-1 metallo-beta-lactamase. inhibition, % at 5.6 µM. 290,000 compounds, 0.45% hits. purified IMP-1, nitrocefin hydrolysis, epi-absorbance fluorescence;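 active = inhibition above the mean plus 3 SD of all compounds in the same screening run, cut at about 4.5% in these data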;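 also: 0% = IMP-1 with DMSO and 100% = DMSO wells lacking enzyme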
#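 System: Purified IMP-1 | Read-out basis: Percent enzyme inhibition | Controls: IMP-1 with DMSO as 0%, enzyme-free DMSO as 100% | Replicates: One well per compound | Doses: 5.6 µM nominal single concentration | Detection: Epi-absorbance fluorescence, 480 nm excitation, 530 nm emission | Incubation: 25 °C, 15 min preincubation, 25 min reaction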
# NS3 helicase inh – inhibitors of Hepatitis C virus NS3 helicase; NS3 helicase DNA unwinding, Cy5 molecular beacon fluorescence; inhibition, % at 10.9 µM; 290,000 compounds, 0.56% hits; AID 1800;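 active = inhibition above the mean of all tested compounds plus 3 SD, set per campaign, cut at about 35% in these data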;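 also: 0% = DMSO wells and 100% = thioflavine S control wells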
#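 Assay system – hepatitis C virus NS3 helicase domain fragment enzyme · Buffer or medium – MOPS pH 6.5, MgCl2, DTT, Tween20, BSA · Reagent – Cy5/quencher beacon DNA duplex and ATP to start · Compound – single 10.9 µM dose · Timing – 1 h at 25 °C · Technique – Cy5 beacon fluorescence read at start and 1 h · Measure – % inhibition of unwinding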
# VIM-2 inhibitor – inhibitors of Pseudomonas aeruginosa VIM-2 metallo-beta-lactamase | purified VIM-2, nitrocefin hydrolysis, epi-absorbance fluorescence | AID 1527 | inhibition, % at 5.6 µM | 290,000 compounds, 0.89% hits;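 active = inhibition above the mean of all tested compounds plus 3 SD, cutoff set per screening run, cut at about 7.5% in these data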;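 also: red hydrolysis product quenches plate fluorescence so inhibitors raise well fluorescence; 0% = enzyme with DMSO and 100% = DMSO without enzyme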
# GPR7 antagonist – human neuropeptides B/W receptor 1 antagonism; GPR7-expressing cells, fluorescence antagonist assay; inhibition, % at 4.4 µM; 290,000 compounds, 1.1% hits; AID 1861; in the data active = inhibition above about 16%, passing the limit was not always enough;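 also: cells stimulated with the agonist NPW; 0% = agonist with vehicle and 100% = vehicle without agonist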
# GalR3 antag – blocks the human galanin receptor 3. O60755. HEK293 GalR3-CNG cAMP membrane potential fluorescence; galR3 body fused to GalR1 C-terminus. inhibition, % at 3 µM. 360,000 compounds, 0.44% hits. AID 651719;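 active = inhibition above the screen-wide average plus 3 SD, cut at about 13% in these data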;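 also: forskolin and galanin both at EC90 stimulate the cells; cAMP rise reported by CNG channel membrane potential dye signal; 0% = forskolin plus galanin with DMSO and 100% = forskolin alone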
# Target sequence (O60755 1-299 limits assumed): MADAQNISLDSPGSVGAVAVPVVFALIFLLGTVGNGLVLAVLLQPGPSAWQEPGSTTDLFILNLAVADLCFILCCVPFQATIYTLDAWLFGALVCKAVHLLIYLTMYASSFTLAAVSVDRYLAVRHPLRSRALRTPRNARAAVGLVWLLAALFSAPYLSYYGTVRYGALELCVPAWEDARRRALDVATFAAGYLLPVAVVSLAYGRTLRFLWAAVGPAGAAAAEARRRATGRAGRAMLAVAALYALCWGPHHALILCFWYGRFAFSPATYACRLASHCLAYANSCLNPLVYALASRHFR
# Active calls of the source: *; / = no result given.
# Values run as follows: V1R ag counter, FID counter, PHOSPHO1 inh, OXTR ag, IMP-1 inh, NS3 helicase inh, VIM-2 inhibitor, GPR7 antagonist, GalR3 antag
Cc1ccc(CNC(=O)Cn2cncn2)cc1
    0.7, 0, 3, 1.6, -2.4, -5, -4.4, -14, -3
CCSCc1nnc(SCC(=O)Nc2cccc(SC)c2)n1C
    -1.4, -13, -38, -2.4, -3.1, -1, -3.9, -12, -3
O=C(NC1CCCCC1NC(=O)c1cccs1)c1cccs1 (stereo unspecified)
    0.8, -1, 20, 0.3, -2.1, -8, -3.5, 1, -4
Cc1ccc(S(=O)(=O)c2nc(S(C)(=O)=O)sc2N2CCCC2)cc1
    1.4, -15, 36, 1.0, -3.6, 0, 0.6, -3, 0
O=C(c1ccccc1F)N(Cc1nc2ccccc2c(=O)[nH]1)C1CCCC1
    -0.9, -26, 43, -1.4, -1.9, 16, -1.9, -6, -3
COc1ccc(CN(CC(=O)NCc2ccc(F)cc2)C(=O)c2csnn2)cc1
    2.0, -24, -2, 2.4, 0.8, 25, -1.1, 1, -5
COc1ccc(OC)c(NC(=O)c2cc(OC(C)=O)cc(C(=O)Nc3cc(OC)ccc3OC)c2)c1
    -0.8, -32, 19, -1.9, -2.7, 10, -0.6, -19, -8
CC(C)C(=O)N1CCC(CN=Cc2c(O)n(C3CCCCC3)c(=O)n(C3CCCCC3)c2=O)CC1
    /, -2, -14, /, -3.1, -6, -0.1, -6, -5
COc1cc2[nH]c(=O)n(CCC(=O)N3CCN(c4cccc(C)c4C)CC3)c(=O)c2cc1OC
    -0.7, -5, 18, -1.1, -2.0, 5, -1.7, -18, -3
Cc1cccc(C)c1NC(=O)COC(=O)CSc1nnc(N)s1
    0.6, -4, -18, -0.5, 1.3, 4, -0.2, -11, -3
CC(=O)C(Cc1ccccc1)NC(=O)CN1CCc2ccccc2C1 (stereo unspecified)
    -0.2, -13, 36, -0.1, -1.9, 9, -1.7, -14, -1
CN(C)C(=O)Cn1c(SCC(=O)Nc2ccc3c(c2)OCO3)nc2ccccc21
    4.1, -10, -13, 0.8, -2.7, -1, -2.8, -8, -1
Cc1cccc(CN2CCC(C(=O)Nc3ccc(Oc4cccnc4)cc3)CC2)c1
    1.7, 18, 34, 2.7, 0.1, -10, 0.4, 11, -2
COc1ccc2nc3oc(C(=O)NCCCOC(C)C)cc3cc2c1
    2.9, -36, 42, 0.3, -2.1, -12, -3.0, 14, -8
CCN(CC)CCN1C(=O)C(=O)/C(=C(/O)c2c(C)[nH]c(C(=O)OC)c2C)C1c1ccco1 (stereo unspecified)
    -0.2, -3, 18, 1.5, -3.7, 7, -4.0, -18, -4
CCC(=O)NC(c1ccccc1Cl)c1c(O)ccc2ccccc12 (stereo unspecified)
    -0.8, -6, 6, -1.8, -2.3, -7, -3.2, -7, -6
O=C(O)CC(CC(=O)Nc1ccc(C(=O)O)cc1)c1ccccc1 (stereo unspecified)
    -0.4, 0, 27, -0.3, -2.5, 4, -2.1, 1, 1
O=C(Nc1cc([N+](=O)[O-])ccc1N1CCCC1)c1cccs1
    0.0, 5, 14, -1.0, 1.6, -1, -0.1, -9, 1
Nn1c(SCc2nc3ccccc3[nH]2)nnc1-c1cccnc1
    -0.1, -1, 9, 0.8, -2.7, 3, -2.6, -1, 2
COC(=O)c1cnn(-c2ccccc2)c1C(OC)OC
    0.2, -14, 58, -0.1, 1.5, 6, 0.8, -6, 2
O=C(CCC(=O)N1CCSc2ccccc21)NC1CCCCC1
    3.1, -24, 12, 0.1, -5.0, 1, -0.9, 4, 6
COc1ccc(C(=O)Cc2ccc(OC)c(OC)c2)cc1
    2.6, -13, -2, 4.4, -1.5, 2, -2.4, -3, -4
COc1cc(N)c(Cl)cc1C(=O)OCC(=O)NC1CCCC1
    2.2, -5, 6, 1.1, -4.0, -12, 0.1, -1, 2
O=C(COc1ccccc1)NCc1n[nH]c(=S)n1-c1ccccc1
    0.3, -8, -31, -0.8, -4.9, 7, -0.8, -7, -5
Cc1ccc(NC2Nc3cc(C)nn3S2)c(C)c1 (stereo unspecified)
    2.2, -3, 12, 2.5, -3.9, 5, -4.4, -9, -3
CCc1nn(CCCC(=O)N2CCN(c3cccc(C)c3C)CC2)c(=O)c2cc3occc3n12
    1.6, -38, 44, -1.0, -2.1, -6, -5.7, -4, -9
COc1ccc(C(=O)N2CCC(c3ccccc3)CC2)c(OC)c1OC
    2.5, -31, 42, 1.3, -3.6, 5, -2.5, 20*, 1
COc1ccc(CNC2CCSc3ccccc32)cc1OC (stereo unspecified)
    3.0, 0, 22, 0.5, -3.3, -8, -2.6, 7, -12
COc1ccc(Br)cc1CN1CCCCCC1
    1.0, 2, 24, -0.8, -4.5, 2, -1.8, -4, -8
CCCCn1c2nc3ccccc3nc2c2c(=O)n(CCC)cnc21
    -0.9, -2, 14, -0.8, -1.6, 5, 1.1, 2, -2
O=C(COC(=O)Cc1ccc(Br)cc1)NC1CCCCCC1
    -0.6, -24, 33, -2.2, -2.9, -2, -4.2, 8, -3
O=C(COC(=O)c1cc(-c2ccco2)nc2ccccc12)NCc1ccc2c(c1)OCO2
    -0.4, -23, 2, -1.6, -1.8, 41*, -2.7, 12, -3
Cc1ccc(C(=O)COC(=O)C2CC(=O)N(c3nc(-c4ccccc4)cs3)C2)cc1C (stereo unspecified)
    0.0, -6, 3, 1.4, -3.3, 1, -1.9, -2, -2
COc1ccc(NC(=O)c2cccc(-n3c(C)ccc3C)c2)c(OC)c1
    -1.3, -14, -13, -0.9, -0.6, 8, 1.4, -7, -3
Oc1cccc(Nc2nc(NCC3CCCO3)c3ccccc3n2)c1 (stereo unspecified)
    2.5, 16, -10, 0.0, -1.2, -23, -0.2, 0, /
CN1CCN(S(=O)(=O)c2ccc(N3CCN(S(=O)(=O)c4cccs4)CC3)nc2)CC1
    0.8, 13, -7, 1.5, -3.0, -2, 0.8, 1, 0
COc1ccc(OC)c(CN2CCC(Cc3ccccc3)CC2)c1
    1.1, 4, 29, 0.5, -2.0, -4, -0.6, 11, -11
CCN(CC)CCC(c1ccc(N(C)C)cc1)c1c(OC)cc(OC)c2ccc(=O)oc12 (stereo unspecified)
    0.9, /, 31, 0.0, /, /, /, /, -8
CC(C)c1cccc(C(C)C)c1NC(=O)COC(=O)c1ccc2c(c1)S(=O)(=O)c1ccccc1C2=O
    0.0, -2, -37, -0.7, -2.4, 17, -2.8, -15, -3
Cn1c(CNS(=O)(=O)c2ccc(Br)cc2)n[nH]c1=S
    0.1, -1, -7, -1.0, -1.0, 8, -1.2, -13, -3
COc1ccccc1NC(=O)Nc1ccccc1C#N
    0.3, -1, 34, 0.4, -4.9, -4, -2.4, -1, -8
O=C(c1ccccc1)N1CCN(C(=O)c2cc3nc(-c4ccccc4)cc(C(F)(F)F)n3n2)CC1
    -0.6, -41, 22, -0.1, 1.2, 7, 1.6, -7, -6
CCC(c1nnc(SCC(=O)NCCc2ccc(Cl)cc2Cl)o1)N(C)C (stereo unspecified)
    -0.7, -15, 67*, -1.7, -3.0, -8, 0.7, 7, 1
CCOc1ccc(OCC)c(NC(=O)CSc2nnnn2CC)c1
    -0.5, -17, 9, 22*, -2.5, -4, -1.4, 2, -4
CCOCCCNC(=S)N(Cc1ccccc1)Cc1nc2ccccc2c(=O)[nH]1
    1.3, -29, -5, 0.2, -3.6, -4, -1.0, -4, 4
CC(c1ccco1)N(C(=O)c1cc(Cl)cc(Cl)c1)c1ccccn1 (stereo unspecified)
    -0.5, -32, 35, -2.3, -3.5, 0, -0.1, -15, -9
CCOC(=O)CC(=O)Nc1nnc(C(C)C)s1
    -0.3, -28, 7, -0.8, -1.8, 4, -2.0, -2, -2
Cc1ccccc1N1C(=O)C2ON(c3ccccc3)C(c3cccnc3)C2C1=O (stereo unspecified)
    0.6, -16, 7, -0.5, -0.2, 5, 2.3, 17, -4
O=C(COC(=O)/C=C/c1cccc(F)c1)NNC(=O)c1ccccc1
    1.9, -5, -21, 0.7, -3.5, 8, -1.8, -9, 9
CCCC[C@@H]1CNC(=S)N1CCc1cccc2ccccc12
    -1.1, -15, -8, -1.3, -2.4, 0, -0.9, -20, -7
CCN(C(=O)c1ccco1)c1nnc(-c2ccc(OC)cc2)s1
    0.9, -2, -1, -2.1, -6.1, 3, -4.0, -4, -5
O=C(/C=C\c1ccc2c(c1)OCO2)NC1(C(=O)Nc2ccc3c(c2)OCO3)CCCCC1
    3.3, -8, 7, -0.2, -3.9, -8, -2.8, -5, 9
CCN(C(=O)CN1CCN(C)CC1)c1cccc2ccccc12
    0.1, 18, 18, 0.4, -1.4, -2, -0.1, 7, 3
COc1ccc(/C=C/C(=O)N2CCOCC2)cc1OC
    0.2, -3, -16, 1.8, -3.0, 5, -0.2, -4, -2
O=C(Nc1ccncc1)Nc1ccccc1Cl
    1.0, 5, 19, -1.1, -0.8, 2, -1.4, 3, -4
CCOc1cc(/C=C/c2nc3cc(C)c(C)cc3s2)ccc1OCC(=O)N1CCOCC1
    -0.2, -16, -16, -0.4, -3.4, -8, 0.4, -10, -1
CCOC(=O)C1CCN(C(=O)CCc2c(C)nc3cc(-c4ccccc4)nn3c2C)CC1
    0.2, -22, 15, -0.7, -3.7, -1, -2.0, -17, 1
O=C(NC1=NCCS1)Nc1ccccc1
    0.1, -3, 18, 0.6, -2.5, 10, -2.8, 16, -2
Cn1c(=O)[nH]c(=O)c2c1nc(N(CCO)Cc1ccccc1)n2Cc1ccccc1Cl
    -0.4, -33, -10, -1.0, 1.3, -4, 2.6, 27*, -5
CCn1cc(C(=O)O)c(=O)c2cnc(N3CCN(C(=S)Nc4ccccc4C(F)(F)F)CC3)nc21
    0.5, -5, 37, -0.5, -1.6, -20, -1.1, -9, -2

# More records.
# Values run as follows: V1R ag counter, FID counter, PHOSPHO1 inh, OXTR ag, IMP-1 inh, NS3 helicase inh, VIM-2 inhibitor, GPR7 antagonist, GalR3 antag
COc1ccc(S(=O)(=O)N(C)CC(=O)Nc2c(F)cccc2F)cc1
    0.6, -3, 29, 0.4, -2.7, 4, -1.2, 24, -2
COc1ccccc1N1CCN(C2CCN(C(=O)c3ccc(F)cc3)CC2)CC1
    0.4, -3, -8, 0.2, -2.6, 7, -2.5, -13, -1
CN1CCC(N2CCN(c3cccc(C(F)(F)F)c3)CC2)CC1
    1.3, 9, -5, 0.6, -3.5, -5, -3.5, 5, -12
CC1CCN(Cc2nnnn2-c2cccc([N+](=O)[O-])c2)CC1
    0.2, 0, -4, -0.1, -2.9, -11, 0.0, -4, 3
Cc1ccccc1CC(=O)N1CCOCC1
    0.0, 1, /, -0.5, -3.2, 13, -2.8, -10, -3
CCc1ccc(NC(=O)c2onc(C)c2Cl)cc1
    19, -5, -9, -1.5, -3.2, -5, 0.1, -6, -6
COc1cccc(/C=C2\C(=O)N(c3cccc(C)c3)C(=O)c3ccccc32)c1
    0.3, -9, -2, -1.1, -3.2, -17, -3.8, 0, -5

# Taken from above.
# CC1CCN(Cc2nnnn2-c2cccc([N+](=O)[O-])c2)CC1 in IMP-1 inh is listed with -2.9
# Cc1ccccc1CC(=O)N1CCOCC1 in V1R ag counter is listed with 0.0
